# Assay outcomes deposited in PubChem BioAssay by several laboratories.
# MEKK2mut PB1 HTS: MEK5 binding signal on mutant MEKK2 PB1, primary screen, biochemical, multiplex bead flow cytometry, Alexa488-MEK5. Alexa488-MEK5 binding to MEKK2 mutant. percent response, % at 10 µM. 0.35% of 290,000 active; in the data active = percent response above about 24%, passing the limit was not always enough; note: inactives centre near 1; some results filed as inactive read as strong as hits
# SUMO HTRF inh: inhibitors of in vitro SUMOylation cascade, primary screen, biochemical, HTRF, uHTS; SUMO-conjugating enzyme UBC9 (Homo sapiens), P63279; HTRF SUMOylation assay, SAE1/SAE2 + UBC9; inhibition, % at 35 µM; 0.36% of 290,000 active; in the data active = inhibition above about 50%, passing the limit was not always enough; note: strong numbers were not always called active
# Target sequence (P63279 whole entry, looked up): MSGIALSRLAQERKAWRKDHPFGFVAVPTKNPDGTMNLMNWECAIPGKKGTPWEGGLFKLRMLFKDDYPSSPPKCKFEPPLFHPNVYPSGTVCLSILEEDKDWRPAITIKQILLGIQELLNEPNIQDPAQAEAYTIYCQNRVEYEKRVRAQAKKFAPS
# NS3 helicase inh: inhibitors of HCV NS3 helicase, primary screen, biochemical, Cy5 molecular beacon fluorescence | Hepatitis C virus NS3 helicase | NS3 helicase DNA unwinding | inhibition, % at 10.9 µM | 0.56% of 290,000 active | AID 1800, 2009;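 active = inhibition above the mean of all tested compounds plus 3 SD, set per campaign, cut at about 35% in these data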;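 note: 0% = DMSO wells and 100% = thioflavine S control wells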
#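 System: HCV NS3 helicase fragment; control set: DMSO and thioflavine S; technique: Cy5 fluorescence at 0 and 60 min, beacon hairpin quenching; reagent: beacon DNA duplex substrate plus ATP; replicates: singlicate; schedule: 1 h reaction at 25 °C, ATP-initiated; medium: MOPS buffer pH 6.5 with MgCl2, DTT, Tween20, BSA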
# MEKK2wt PB1 HTS: modulators of MEK5 binding to wildtype MEKK2, primary screen, biochemical, multiplex bead flow cytometry, Alexa488-MEK5 | Mitogen-activated protein kinase kinase kinase 2 (Homo sapiens), Q9Y2U5 | Alexa488-MEK5 binding to MEKK2 WT; actives lie on both sides | binding response (% of control), % at 10 µM | 1.1% of 290,000 active; in the data active = binding response below about 67% or above about 130%
# M18AAP inhibitor: PfM18AAP inhibitors, malaria aminopeptidase, primary screen, biochemical, QFRET, recombinant enzyme; M18 aspartyl aminopeptidase (Plasmodium falciparum 3D7); H-Glu-NHMec fluorogenic cleavage; 1.2% of 290,000 active; inhibition, % at 7.35 µM;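 active = inhibition above the campaign mean inhibition over all tested compounds plus 3 SD, cut at about 28% in these data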;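 note: 0% = plate median of test compound wells and 100% = 2 mM ZnCl2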
# NALP1 inh: NALP1 inflammasome inhibitors in reconstituted yeast, colorimetric, S. cerevisiae, triplicate retest. S. cerevisiae NALP1/ASC/caspase-1 growth, X-gal OD620, 72 h. inhibition, % at 10 µM. 0.61% of 280,000 active; in the data active = inhibition mostly above about 24%, no sharp cut-off; inactive = mostly below about 32%; note: some compounds called inactive have numbers as strong as hits
# IMP-1 inhibitor: IMP-1 metallo-beta-lactamase inhibitors, primary screen, biochemical, epi-absorbance readout, Pseudomonas aeruginosa enzyme | metallo-beta-lactamase IMP-1 (Pseudomonas aeruginosa) | purified IMP-1, nitrocefin hydrolysis, epi-absorbance fluorescence | inhibition, % at 5.6 µM | 0.45% of 290,000 active | AID 1556, 2009;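 active = inhibition above the mean plus 3 SD of all compounds in the same screening run, cut at about 4.5% in these data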;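 note: 0% = IMP-1 with DMSO and 100% = DMSO wells lacking enzyme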
#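 Assay system: purified recombinant IMP-1 beta-lactamase. Input: IMP-1 0.2 nM before substrate addition. Buffer or medium: Zinc- and detergent-supplemented HEPES buffer, pH 7.1. Schedule: 25 °C, 15 min preincubation, 25 min reaction. Signal: Epi-absorbance fluorescence, 480 nm excitation, 530 nm emission. Evaluation: percent inhibition from optical density relative to buffer-blank wells.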
# DNA FID counter: compounds displacing fluorescent DNA intercalator, primary screen, artefact control for HCV NS3 helicase inhibitor project, biochemical, FID fluorescence | DNA fluorescent intercalator displacement | inhibition, % at 7.9 µM | 0.17% of 290,000 active | AID 1845, 2009; in the data active = inhibition above about 37%;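 note: 0% = vehicle and 100% = reference compound; higher means more ethidium bromide displaced from hairpin DNA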
# VIM-2 inhibitor: VIM-2 metallo-beta-lactamase inhibitors, primary screen, biochemical, epi-absorbance readout, Pseudomonas aeruginosa enzyme; 0.89% of 290,000 active; inhibition, % at 5.6 µM; purified VIM-2, nitrocefin hydrolysis, epi-absorbance fluorescence;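 active = inhibition above the mean of all tested compounds plus 3 SD, cutoff set per screening run, cut at about 7.5% in these data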;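 note: red hydrolysis product quenches plate fluorescence so inhibitors raise well fluorescence; 0% = enzyme with DMSO and 100% = DMSO without enzyme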
# * marks the source's active call; other numbers are inactive results; x = no result given; [ ] = another dose, or the depositor's remark.
SMILES,MEKK2mut PB1 HTS,SUMO HTRF inh,NS3 helicase inh,MEKK2wt PB1 HTS,M18AAP inhibitor,NALP1 inh,IMP-1 inhibitor,DNA FID counter,VIM-2 inhibitor
CC(C)(C)C(=O)Nc1nc(NC(=O)C(C)(C)C)nc(-c2ccccc2Cl)n1,2,8,-25,101,-1,2,-3.6,-20,-5.1
CCC(=O)Nc1sc2c(c1C#N)CC(C)(CC)OC2 (centres undefined),-5,-8,0,92,2,2,-1.4,-7,0.1
CCOC(=O)c1[nH]c2ccc(OC)cc2c1NC(=O)C(C)N1CCC2(CC1)OCCO2 (centres undefined),-4,32,-7,94,4,18,-2.1,-19,-1.8
Cc1coc(C)c1C(=O)CC1(O)C(=O)N(Cc2ccccc2)c2ccccc21 (centres undefined),0,-3,14,99,5,6,-3.0,-23,-0.5
Nc1nnc(SCC(=O)c2ccc3c(c2)NC(=O)CO3)s1,-3,6,4,101,0,11,-1.2,0,0.5
O=C(O)c1ccc(NS(=O)(=O)/C=C/c2ccccc2)cc1,5,6,-2,96,-2,2,-0.1,4,-0.6
Cc1cc(C)c(CSc2ncnc3nc[nH]c23)c(C)c1,4,-2,-1,105,-5,1,-5.1,-15,-1.3
COc1cc(OC)c(OC)cc1/C=N/NC(=O)c1cccc(S(=O)(=O)N2CCOCC2)c1,4,0,-8,109,3,-10,-3.1,-21,-2.5
O=S(=O)(Nc1nc2ccccc2nc1NCc1ccco1)c1ccc(F)cc1,3,2,14,100,2,-6,-4.0,-15,-4.0
CCOC(=O)C1C(=O)C=C(c2ccc(C)cc2)CC1c1ccccc1 (centres undefined),2,18,7,105,2,14,-4.5,-23,-3.5
CC1CC(C)CN(CCCNC(=O)CN2C(=O)c3cccnc3Oc3ccc(Cl)cc32)C1 (centres undefined),3,x,5,116,-5,17,-0.1,16,-1.2
COC(=O)c1ccccc1NC(=O)c1ccc(F)cc1,-23,7,-4,84,-6,x,-0.8,-6,-0.2
Cc1ccc(CNC(=O)C(=O)NCC2OCCCN2S(=O)(=O)c2ccc(F)cc2)cc1 (centres undefined),0,-11,3,88,-2,16,0.2,-36,-0.5
COc1ccc(-c2nc(C#N)c(NCCN(C)C)o2)cc1,-1,x,5,106,-3,x,-2.2,6,-0.5
CSc1ccccc1OCc1cc(C(=O)NCCCn2nc(C)cc2C)no1,-9,-2,-1,90,-4,24,1.3,-67,2.4
COc1ccccc1NC(=O)c1cccc(S(=O)(=O)N2CCOCC2)c1,10,18,-4,97,5,28,0.7,-3,-0.4
COc1ccc(CNC(=O)CN(c2cccc(OC)c2)S(C)(=O)=O)cc1,3,-2,2,108,-12,15,-0.7,-3,-1.3
O=C(NCc1cccs1)C1CC(=O)N(c2ccccc2)C1 (centres undefined),0,-4,3,110,5,9,-2.0,-8,-2.7
O=C(CN1CCCCC1)Nc1ccc(F)c(Cl)c1,7,-2,-1,114,0,-18,-2.2,-5,-4.7
O=C(CSc1cccc[n+]1[O-])N1CCCc2ccccc21,-18,-4,-11,25*[inhibitor],-1,-12,-1.2,10,-0.5
CCCCC1=CC2=CC(=O)C(C)(OC(=O)CC)C(=O)C2=CN1C1CCCC1 (centres undefined),-1,4,x,100,x,-9,x,x,x
O=C(Nc1ccc(F)cc1)Nc1ccc(Oc2ncnc3cc(Cl)ccc23)nc1,-33,15,-12,75,-7,x,-2.7,0,-1.9
CC[C@@]12C(=O)N(c3ccc(OC)cc3)C(=O)N1[C@H](c1ccc(Cl)cc1)[C@@H]1C(=O)N(C3CCCCC3)C(=O)[C@@H]12,-6,-23,-56,87,3,8,-3.7,-38,0.4
O=C(c1cc2c(s1)CCC2)N1CCN(c2ccccc2)CC1,2,7,8,98,1,-4,-4.8,-25,-2.8
O=C(CSc1ncnc2c1cnn2CCO)Nc1cccc(C(F)(F)F)c1,-2,7,1,98,-7,24,-1.4,-5,-0.9
CC1CCC(NC(=O)C2CC(=O)N(c3ccc4c(c3)OCCO4)C2)CC1 (centres undefined),-6,-3,8,96,0,4,-2.1,-14,-0.8
CCCN1CCN(C(=O)CCCNC(=O)c2ccc(Cl)cc2)CC1,-2,18,-2,100,-17,18,0.6,5,1.0
Cc1cc(C(=O)C(C)OC(=O)C2=NNC(=O)CC2)c(C)n1-c1ccc(OC(F)F)cc1 (centres undefined),0,15,10,98,7,0,5.2*,-29,0.9
COc1ccc(N2CCN(CCC(=O)c3ccc4ccccc4c3)CC2)cc1,7,-3,-19,111,-44,17,-0.8,-6,-3.0
COc1ccccc1N1CCN(CC(=O)Nc2nc(C)c(C(=O)N(C)C)s2)CC1,1,11,5,102,4,-4,-3.6,-21,-0.6

# Whole records from above. Screens in order: MEKK2mut PB1 HTS	SUMO HTRF inh	NS3 helicase inh	MEKK2wt PB1 HTS	M18AAP inhibitor	NALP1 inh	IMP-1 inhibitor	DNA FID counter	VIM-2 inhibitor
# Cc1cc(C(=O)C(C)OC(=O)C2=NNC(=O)CC2)c(C)n1-c1ccc(OC(F)F)cc1 (centres undefined) as listed: 0	15	10	98	7	0	5.2*	-29	0.9
# COc1ccc(CNC(=O)CN(c2cccc(OC)c2)S(C)(=O)=O)cc1 as listed: 3	-2	2	108	-12	15	-0.7	-3	-1.3
# O=C(c1cc2c(s1)CCC2)N1CCN(c2ccccc2)CC1 as listed: 2	7	8	98	1	-4	-4.8	-25	-2.8

# The listing continues.
SMILES,MEKK2mut PB1 HTS,SUMO HTRF inh,NS3 helicase inh,MEKK2wt PB1 HTS,M18AAP inhibitor,NALP1 inh,IMP-1 inhibitor,DNA FID counter,VIM-2 inhibitor
CC(=O)c1ccc(N2CCN(S(=O)(=O)c3c(C(=O)N4CCCCC4)c(C)n(C)c3C)CC2)cc1,-1,5,-6,103,6,-12,-0.8,-44,-3.6
COc1ccc(-n2nc(C(=O)NCC(=O)N3CCCCCC3)c3ccccc3c2=O)cc1Cl,6,4,-1,101,5,9,-2.3,-37,-1.7
O=C(CNCC1CCCO1)Nc1ccccc1-n1cccc1 (centres undefined),2,11,-1,95,2,-57,-2.2,3,-4.3
C/C(=N/NC(=O)c1ccc(NC(=O)c2ccc(F)cc2)cc1)c1ccccc1,2,7,4,102,-1,11,-2.3,-10,-2.8
CC1CCN(c2nc(-c3ccncc3)nc3ccccc23)CC1,3,30,-11,106,-1,0,-2.1,-18,0.0
Cn1cc(NC(=O)Nc2ccc(C(F)(F)F)cc2)c(C(F)(F)F)n1,5,-17,29,103,9,14,-3.4,-2,-0.5
O=C1NCCN(Cc2cccc(Oc3ccccc3)c2)C1CC(=O)N1CCCO1 (centres undefined),-15,9,0,90,-3,-10,-3.2,-23,-2.5
CC(C)(C)c1cc(-c2ccco2)c(C#N)c(SCC#N)n1,12,10,8,105,-2,x,-4.3,-5,0.9
CCCC1(C(=O)O)NC(c2cccc(OC)c2O)C2C(=O)N(c3ccccc3)C(=O)C21 (centres undefined),0,-4,11,98,-2,-24,-2.6,-8,-4.2
COc1ccc(CN2CCC(n3nccc3NC(=O)c3cccc(F)c3)CC2)cc1O,3,22,-3,109,-12,18,-0.3,1,-0.4
Cc1cc(=O)c2ccccc2[nH]1,-2,19,5,94,3,6,-3.7,-1,-3.7
COc1cccc(C(=O)N2CCN(Cc3ccccc3[N+](=O)[O-])CC2)c1,0,7,1,97,-4,28,-1.7,-17,-1.0
O=C1CN(C(=O)NCC(=O)N2CCCC2)c2ccccc2N1,-15,-21,12,74,0,-43,-0.7,6,-0.4
CCc1ccc2c(c1)[C@]1(C(=O)N2)[C@@H]2C(=O)N(Cc3ccccc3)C(=O)[C@@H]2[C@@H]2CCCN21,-4,6,5,94,3,13,-0.1,-32,-3.6
CSc1cccc(NC(=O)c2ccccc2N(C)S(C)(=O)=O)c1,-3,9,-6,92,-19,5,-2.1,-3,1.1
CCOC(=O)c1cn(Cc2ccccc2)nn1,0,17,12,101,-2,18,-5.3,-3,-3.3
O=C(N/N=C/c1ccc(O)cc1)c1cc[n+](Cc2ccccc2)cc1,10,14,8,107,2,10,-0.6,6,-2.2
C[n+]1cccc(C(=O)NCC2CCCO2)c1 (centres undefined),1,11,-3,102,-5,7,3.0,-6,0.4
CC(C)(C)c1ccc(S(=O)(=O)NCc2ccc(C(=O)NCC3CCCO3)cc2)cc1 (centres undefined),3,7,-1,106,-9,20,0.4,-45,-1.9
CCN(CC)CCN(C(=O)CCOc1ccccc1)c1nc2ccc(F)cc2s1,16,6,1,137,4,-15,-2.5,1,-2.3
CC(=O)c1sc(NC(=O)c2cccc(C)c2)nc1C,1,-1,7,106,3,-4,-4.4,-3,-5.0
Cc1nnc(Nc2ccccc2)n(N)c1=O,-21,5,0,-1.0*[inhibitor],2,3,-3.8,-3,-2.0
COc1cc(N=c2ssnc2Cl)cc(OC)c1OC,11,-26,19,99,39*,-15,-4.4,4,-4.0
COCCNCC(=O)NC12CC3CC(CC(C3)C1)C2,3,0,-4,104,-12,5,0.8,1,0.8
CCC(NC(=O)c1cc(COc2ccc(F)cc2Cl)on1)c1ccncc1 (centres undefined),-6,16,-11,96,0,11,0.0,-13,-0.1
CCC(=O)c1ccc(OCC(=O)NCCc2ccccn2)cc1,-2,4,6,99,-2,13,-1.4,-9,-3.6
CCOC(=O)C1(Cc2ccccc2Cl)CCN(C(=O)c2cnccn2)CC1,6,-3,10,101,-3,-14,-1.5,-27,-2.0
CC(=O)c1cnn(-c2cc(Oc3ccc(F)cc3)ncn2)c1C,9,2,-9,101,1,-5,-2.3,0,-2.6
CC1(C)CSC(=NCc2ccccc2)N1C(=O)c1cccc([N+](=O)[O-])c1,-3,-1,4,97,2,24,-1.4,9,-1.5
CCn1c(=O)c(=O)n(CC)c2cc(S(=O)(=O)Nc3cccc(OC)c3)ccc21,3,5,0,102,-4,15,-2.9,-5,-1.1
Cc1ccc(C(=O)CCNc2ccc(Br)cc2)o1,3,3,-3,102,-2,17,-3.7,-8,-5.1
CCC(=O)Nc1ccc(C(=O)CSc2nc3ccc(C)cc3[nH]2)cc1,0,3,9,98,0,3,-2.5,-7,-1.0
COc1ccc(-c2nc(C(=O)NCC3CCCO3)cc3c2[nH]c2ccccc23)cc1 (centres undefined),-2,-17,-22,93,-7,10,-1.9,-29,-1.1
COC(=O)COc1cc(Cl)c(C=O)cc1OC,-10,9,3,90,0,-6,-3.3,4,-2.5
CCOC(=O)c1cnc(SC)nc1Oc1cccc(NC(=O)c2ccc(Cl)cc2)c1,2,11,5,103,2,6,-5.2,-4,0.2
COc1cccc(CNC(=O)C2CCN(S(=O)(=O)c3ccc4c(c3)NC(=O)CO4)CC2)c1,6,18,-1,103,4,23,-4.1,-27,-3.2
